RT RNaseH block: HIV-1 RT RNase H inhibitors, primary screen, biochemical, fluorescence | RT-RNase H RNA/DNA duplex cleavage | inhibition, % at 10 µM | hit rate 1.9% among 65,000 | AID 565, 2006; in the data active = inhibition above about 50%
RmlCD inh mix: RmlC and RmlD coupled enzyme inhibitors, primary screen, biochemical, 384-well, compound mixtures, retest | RmlC/RmlD coupled enzyme inhibition, 384-well mixture HTS | inhibition, % at 5.5 µM | hit rate 0.39% among 110,000; in the data active = inhibition above about 30%, passing the limit was not always enough; inconclusive = no clear call, values can overlap the other calls; note: strong numbers were not always called active
The depositor's hits bear a star; i = inactive; ? = inconclusive; / = not tested or not shown. A portion of the library; rates above refer to the full screens.

SMILES | RT RNaseH block | RmlCD inh mix
O=C1c2ccccc2C(Nc2ccc(Cl)cc2)N1CCN1CCOCC1 (configuration not stated) | / | -6.3
O=C(CSc1nc2ncccc2[nH]1)c1ccc(F)cc1 | 6.3 | -10.6
N#Cc1c(N)nc2c(c1N)CC(=O)N2c1ccc(Cl)cc1 | / | -9.4
O=C(CSc1nc2c(c(=O)n1-c1ccc(F)cc1)SCC2)NCc1ccco1 | -0.6 | 4.8
O=C1NCC(=O)N2CCC[C@@H]12 | / | -4.3
O=C(Nc1nc(-c2ccc3c(c2)OCCO3)cs1)c1ccc(S(=O)(=O)N2CCCCC2)cc1 | 44.9 | -10.3
Cc1ccc(S(=O)(=O)Nc2cccc3ncccc23)s1 | -88.6 | -6.2
Cc1nc2c(F)c(F)c(C(F)(F)F)c(F)c2[nH]1 | -9.4 | -2.9
CC(C)c1cc[n+](-c2nc([O-])sc2C=O)cc1 | / | 3.2
Cc1cc(N)n(-c2nc(-c3cccnc3)nc3ccccc23)n1 | -26.1 | 8.5
C/C(=N\NC(=O)c1c(Br)c(C)nn1C)c1ccc(NC(=O)C(C)Oc2ccc(Cl)cc2C)cc1 (configuration not stated) | / | 10.1
COc1ccc(-c2cc(=O)oc3cc(OCc4nn[nH]n4)ccc23)cc1 | -26.2 | 14.7
Cc1cc(Nc2cccc(F)c2)n2c(n1)nc1ccccc12 | / | ?
CC(C(=O)O)N1C(=O)c2ccccc2C1=O (configuration not stated) | / | -12.2
CCN(CC)S(=O)(=O)c1csc(C(=O)Nc2ccccn2)c1 | 0.8 | -13.9
CCN(CC(=O)N1CCOCC1)S(=O)(=O)c1ccc(C)cc1 | 1.9 | -12.5
Cc1ccc(N(CC(=O)N/N=C/c2cccs2)S(C)(=O)=O)cc1Cl | / | -0.2
CSC(=Nc1ccccc1)c1c(O)n(C)c(=O)n(C)c1=O | -5.9 | -16.2
COc1ccc(-c2cc(-c3c(O)c(OC)c4occc4c3OC)[nH]n2)cc1OC | -4.1 | -9.1
N/C(=N\OC(=O)CCc1ccccc1)c1ccc(Br)cc1 | / | -9.2
CCC(=O)c1ccc(O)cc1 | -1.2 | 10.9
CCC(C)c1c(O)nc(SCC(=O)c2ccccc2)[nH]c1=O (configuration not stated) | -0.8 | 8.6
Cc1ccc(SCC(=O)N2CC(C)OC(C)C2)cc1 (configuration not stated) | -0.3 | -10.0
CSc1ccc(Cn2nnc(C(=O)NCc3ccccc3)c2N)cc1 | -6.1 | -11.6

Reprinted at random: 3 records from the list, in no set order.
SMILES | RT RNaseH block | RmlCD inh mix
Cc1ccc(N(CC(=O)N/N=C/c2cccs2)S(C)(=O)=O)cc1Cl | / | -0.2
Cc1ccc(S(=O)(=O)Nc2cccc3ncccc23)s1 | -88.6 | -6.2
Cc1cc(Nc2cccc(F)c2)n2c(n1)nc1ccccc12 | / | ?

(more compounds)
SMILES | RT RNaseH block | RmlCD inh mix
CC(=O)c1cccc(NC(=O)c2ccc(N(C)S(C)(=O)=O)cc2)c1 | -8.6 | -13.2
COC(=O)c1ccc(/C=C(\C#N)c2nc3ccccc3s2)cc1 | / | 6.1
Cc1ccccc1-n1c(SCc2cc(=O)n3ccccc3n2)nc2[nH]ncc2c1=O | -20.8 | 11.3
COc1cccc(-c2ccc(=O)n(CC(=O)Nc3ccc(C(=O)N4CCCC4)cc3)n2)c1 | / | -0.1
COC(=O)CN1C(=O)CC(C)(C)S(=O)c2ccccc21 (configuration not stated) | -7.0 | 5.0
COc1cccc(NC(=O)Cc2nnc(SCCOc3ccccc3)n2C)c1 | -5.9 | -12.5
CON(c1nc(Cl)nc(N(C)C)n1)S(=O)(=O)c1ccccc1Cl | / | 7.7
COC(=O)C1=NN(c2ccccc2)C2(S1)SC(C(C)=O)=C(C)N2c1ccccc1 (configuration not stated) | / | -10.0
c1ccc(-n2nnnc2OCCOc2nnnn2-c2ccccc2)cc1 | -15.2 | 9.6
NC1=NC(=O)C2(COC(c3ccccc3Cl)OC2)S1 (configuration not stated) | / | -10.3
Cc1ccc(CSc2nnc(-c3cccs3)n2C)cc1 | -21.6 | -27.2
CC1(C)SCC2C(=O)N3C(CSC3(C)C)C(=O)N21 (configuration not stated) | -0.8 | -9.4

Record cards, from the list above. Screens in order: RT RNaseH block | RmlCD inh mix
c1ccc(-n2nnnc2OCCOc2nnnn2-c2ccccc2)cc1 as listed: -15.2 | 9.6
Cc1ccccc1-n1c(SCc2cc(=O)n3ccccc3n2)nc2[nH]ncc2c1=O as listed: -20.8 | 11.3
COC(=O)c1ccc(/C=C(\C#N)c2nc3ccccc3s2)cc1 as listed: / | 6.1
CC1(C)SCC2C(=O)N3C(CSC3(C)C)C(=O)N21 (configuration not stated) as listed: -0.8 | -9.4
CC(=O)c1cccc(NC(=O)c2ccc(N(C)S(C)(=O)=O)cc2)c1 as listed: -8.6 | -13.2

More records follow:
SMILES | RT RNaseH block | RmlCD inh mix
CSc1nc(C)c(CCOC(=O)c2cccc(Cl)c2)c(=O)[nH]1 | / | -0.4
Cc1cccc(-n2c(O)c(C=Nc3ccc4c(c3)OCO4)c3ccccc3c2=O)n1 | 65.3* | -5.6
N/C(Cc1cccs1)=N\OC(=O)COc1ccc(Br)cc1 | / | -9.6
CCc1cccc(NC(=O)c2snc3c(=O)[nH]cnc23)c1 | 2.1 | 3.8
O=C(NC1CCCCC1)c1ccc(CNc2ccccc2)o1 | 1.6 | 3.4
O=S(=O)(N1CCOCC1)n1nnc2ccccc21 | -23.1 | -223.6
CN1C(C(=O)NCc2ccccc2)CC2Cn3c(nc4ccccc43)C21 (configuration not stated) | / | -7.5
CCOc1ccccc1NC(=O)CC1Nc2cc(C)c(C)cc2NC1=O (configuration not stated) | 12.5 | -4.2
COc1cccc(NC(=O)CNC(=O)c2ccccc2)c1 | 3.7 | 6.1
CCOc1ccc(-n2c(N)c(-c3nc4ccccc4[nH]3)sc2=S)cc1 | / | i
CCN(CC)C(=O)C1CCCN(Cc2cccc(F)c2)C1 (configuration not stated) | -0.4 | -6.7
Cn1cc(CNC(=O)C2c3ccccc3Oc3ccccc32)cn1 | 7.5 | 4.6
CCSc1nnc(NC(=O)NC(CC)(C(F)(F)F)C(F)(F)F)s1 | 7.3 | /
COc1ccc(CN2CCN(c3cc(C)nc4c5c(C)cc(C)nc5nn34)CC2)cc1F | 21.9 | -10.1
Cn1c(=O)oc2cc(S(=O)(=O)N3CCN(c4ccccc4)CC3)ccc21 | -1.0 | -9.3
O=c1c2nnn(Cc3ccc(Cl)cc3)c2ncn1Cc1ccc(F)cc1 | -11.2 | 8.3
Cn1c(SCC(=O)NCc2ccccc2)nnc1C1CC1 | -2.9 | -8.5
CC1=C(C(=O)OCc2ccccc2)C(c2ccco2)n2ncnc2N1 (configuration not stated) | -28.9 | 10.7
COCCn1c(-c2ccc(OC)cc2)cnc1SCC(=O)Nc1cccc2ccccc12 | / | 82.1
CCCCSc1nnc2c(n1)[nH]c1ccccc12 | / | -6.2
Nc1c(C(=O)NCc2ccco2)c2nc3ccccc3nc2n1CCN1CCOCC1 | / | -0.6
O=C(NCc1ccco1)c1ccc(Cn2cc([N+](=O)[O-])cn2)o1 | / | -8.2
CCOc1ccc(C2C(C#N)=C(N)N3C(=C2C#N)Sc2ccccc23)cc1 (configuration not stated) | 72.2* | 1.8
O=C(c1cccc(COCC(F)(F)C(F)F)c1)N1CCN(c2ccccc2)CC1 | -5.7 | 11.6
CS(=O)(=O)N(CCc1ccccc1)CC(=O)Nc1ccc2c(c1)OCO2 | 13.5 | -25.4
CC(=O)Nc1cccc(NC(=O)c2c(-c3ccccc3)noc2C)c1 | 1.6 | 7.2
Cc1ccc(/C=C/C(=O)Nn2cnnc2)cc1 | / | -7.0
CCCc1nnc(NC(=O)CN2CCOCC2)s1 | -6.8 | -6.2
O=C(Oc1ccccc1)c1c(Cl)cccc1P(=O)(O)O | -2.9 | -8.8
CCCNc1c(N)n(-c2ccccc2)c(=O)[nH]c1=O | / | 17.2
O=C1NCCN1Cc1ccccc1 | / | -11.4
Cc1cccc(-n2nc3c(c2NC(=O)c2ccc(Br)o2)CSC3)c1 | 38.3 | -1.0
Nc1ccc(C#Cc2ccc3oc4ccccc4c(=O)c3c2)cc1 | / | -13.1
Cc1ccccc1C(OCCN(C)C)c1ccccc1 (configuration not stated) | -3.0 | 7.0
Cc1ccccc1Nc1nc(N)nc(CN2CCN(c3ccccn3)CC2)n1 | -2.5 | -8.2
COc1cc(CNCCSc2nnnn2C)cc(OC)c1OC | / | -10.6
CCCc1cc(=O)n2[nH]c(NCc3c(Cl)cccc3Cl)nc2n1 | 5.4 | -12.2
Cc1ccc(-c2nnn(CC(=O)NCc3ccccc3)n2)c(-n2cnnn2)c1 | -3.7 | 6.0
Cc1ccc(C(=O)Nc2ccc(N3CCOCC3)cc2)cc1 | -3.5 | -2.7
C#CCOCCOCCOCCNc1nc(N2CCN(C(=O)[C@H]([C@@H](C)CC)n3cc([C@@H](N)Cc4ccc(O)cc4)nn3)CC2)nc(N2CCN(C(=O)[C@H](Cc3ccc(O)cc3)n3cc([C@@H](N)C(C)CC)nn3)CC2)n1 (some centres not stated) | / | -6.4
O=C(Nc1nc(-c2ccccn2)cs1)c1ncc(Cl)c(Cl)c1Cl | / | -9.1
COc1ccc(CC(=O)NCc2ccccc2)cc1S(=O)(=O)N1CCOCC1 | -5.3 | -13.6
COc1cccc(/C=N/N2C(=O)C3C4c5ccccc5C(c5ccccc54)C3C2=O)c1OC (configuration not stated) | / | 3.8
CCCc1ncc(C(O)c2cccc3ccccc23)n1C (configuration not stated) | 2.0 | -14.7
C=CCOc1c2ccc(C(=O)N(CC)c3ccc(OC)cc3)cc2nn1C | / | 19.6
COc1ccc(N2C(=O)CCC(C(=O)NCCN3CCOCC3)C2c2ccc(OC)c(OC)c2)cc1 (configuration not stated) | -15.3 | 6.9
O=C(CCCn1c(SCC(=O)c2ccc(F)cc2)nc2ccccc2c1=O)NCc1ccco1 | 37.4 | -6.7
O=C(O)CC1(Cc2nc(-c3cccs3)no2)CCCC1 | -15.7 | -11.4
O=C(NCCCN1CCCCCC1)C1CC(=O)N(C2CCCC2)C1 (configuration not stated) | -7.5 | 2.7
COc1ccc(Nc2cc(C(=O)NCCCN3CCN(C)CC3)c3ccccc3n2)c(OC)c1 | -13.8 | -12.3
CCSc1nc(-c2ccc(OC)cc2)cc(-c2ccc(OC)cc2)c1C#N | / | -31.3
CCOC(=O)CCC(=O)Nc1ccc(S(=O)(=O)N2CCC(C)CC2)cc1 | / | 9.9
O=C(Cn1cnc2c(nnn2Cc2ccccc2)c1=O)c1ccc(Cl)cc1 | 0.8 | -11.4
C/C(=N\NS(C)(=O)=O)c1ccccc1 | / | -45.2
O=C1[C@@H]2Cc3ccccc3CN2C(=O)N1c1cccc(F)c1 | -17.6 | -7.2
CCOC(=O)c1nn(-c2ccccc2)c(=O)c2c(N)scc12 | 37.0 | -13.7
Cc1cc(C(F)F)n2nc(C(=O)Nc3ccc(S(=O)(=O)N4CCCC4)cc3)nc2n1 | 2.9 | /
COc1ccc(C2C(C(=O)Nc3cccnc3)=C(C)Nc3nc(-c4cccs4)nn32)cc1OC (configuration not stated) | -5.1 | -6.2
Cc1ccc(-c2nnc(SCC(=O)CC(=O)Nc3ccccc3)n2C)cc1 | / | -9.2
CCOC(=O)NC(Nc1nc2ccccc2s1)(C(=O)OCC)C(F)(F)F (configuration not stated) | -4.7 | -8.6

(continued)
SMILES | RT RNaseH block | RmlCD inh mix
CC(=O)c1c(N2CCC(C(N)=O)CC2)nc(=S)n(-c2ccccc2)c1C | / | -3.5
COc1ccc(-c2noc3c2-c2nc(-c4ccc(Br)cc4)sc2CC3)cc1 | / | -32.1
O=c1cc(-c2ccc(O)c(O)c2)oc2c(C3O[C@H](CO)[C@@H](O)[C@H](O)[C@H]3O)c(O)cc(O)c12 (some centres not stated) | / | -10.7
O=C(NCCc1cn2ccsc2n1)C1CCCCC1 | 0.9 | -6.7
Cc1cccc(C)c1NC(=O)C(NC=O)c1ccc(N(C)C)cc1 (configuration not stated) | 4.3 | -6.1
CC(=NCCN1CCOCC1)c1c(O)n(Cc2ccccc2)c(=O)[nH]c1=O | / | -8.9
Cc1ccc(/C=N\NC(=O)Cn2c(C)nc3ccccc32)o1 | / | 8.2
Cc1cc(C)n(C(=O)CSc2ccc(Cl)cc2)n1 | / | 8.4
Cc1cccc(Nc2nc(N)nc(CN3CCN(Cc4ccc5c(c4)OCO5)CC3)n2)c1 | 3.5 | 2.9
Cc1ccc(CNC(=O)C2CCC(=O)N2CCc2ccccc2)cc1 (configuration not stated) | / | 5.7
Cc1noc(C)c1CSc1nc2ccccc2n1C | -13.5 | 7.5
O=C(Oc1nsnc1N1CCCCC1)N1CCOCC1 | 6.9 | -6.6
CCCc1[nH]nc2c1C(CCc1ccccc1)C(C#N)=C(N)O2 (configuration not stated) | -5.6 | -0.2
COc1ccc(/C(O)=C2/C(=O)C(=O)N(CCCC(=O)O)C2c2ccc(OC)c(OC)c2)cc1 (configuration not stated) | 4.8 | -8.2
CCOC(=O)c1cnc2c(N=Nc3ccccc3)c(N)nn2c1N | / | -5.3
CCNC(=S)N(Cc1ccc(OC)cc1)C1CC(=O)N(c2ccc(OCC)cc2)C1=O (configuration not stated) | / | 15.4
Fc1ccc(Oc2cc(N3CCOCC3)nc(-c3ccccc3)n2)c(F)c1 | / | 3.5
CC(NC(=O)c1cc2c(=O)n(C)c3ccccc3c2n1C)c1ccc2c(c1)OCCO2 (configuration not stated) | -10.8 | -4.4
CCCCOC(=O)Nc1ccc(C(C)C)cc1 | / | -12.1
COCCOC(=O)C1=C(C)OC(N)=C(C#N)C1c1ccco1 (configuration not stated) | -11.3 | 2.1
O=C(c1ccco1)N1CCN(c2c(-c3ccccc3)c3cc(Cl)ccc3[nH]c2=O)CC1 | 25.0 | -17.6
O=C(c1ccc2ccccc2n1)N1CCN(c2ccccc2O)CC1 | / | -2.0

Screening data: PubChem, several laboratories
